GC-A act = GC-A (human) enzyme activation; 370,000 tested, 0.14% active; activation, % at 10 µM; HEK293 GC-A cells, cGMP TR-FRET, EC30 ANP; 0% at EC30 ANP, 100% saturating ANP; in the data active = activation above about 40%
DAX1 inh-1 = DAX1 (NR0B1) inhibition, primary screen. HEK293T StAR-luciferase reporter, SF-1/DAX-1 repression relief. inhibition, % at 6.8 µM. 370,000 tested, 1.1% active. AID 652010;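 active = inhibition above the mean over all tested compounds plus 3 SD, cut at about 3.6% in these data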;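 also: 0% = DAX-1 cells with DMSO and 100% = cells lacking DAX-1 with DMSO; higher inhibition means more luminescence from relief of DAX-1 repression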
GAA850 FXN act = activators of GAA850 frataxin (FXN) promoter; activation, % at 6 µM; HEK293 lucGAA850 FXN promoter luciferase reporter, 24 h; percent of 10 µM SAHA response; 360,000 tested, 0.56% active; AID 540364;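 active = activation above the average of all compounds screened plus 3 SD, cutoff fixed separately per campaign, cut at about 7.5% in these data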;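 also: 0% = DMSO wells and 100% = 10 µM SAHA wells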
NPR2 activator = GC-B (human) receptor activation; P20594; activation, % at 10 µM; HEK293-GC-B cells, CNP EC30, cGMP TR-FRET; 0% at EC30 CNP, 100% saturating CNP; 370,000 tested, 0.11% active; AID 1920062;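 active = activation at 10 µM reaching about 35% in either raw or pattern-adjusted values, limit read from the data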
SMARCA2 activ = increases SMARCA2 function in MMTV reporter cells; MG213 cells, MMTV-luciferase reporter, dexamethasone, overnight; activation, % at 9.1 µM; 370,000 tested, 1% active; in the data active = activation above about 7.8%;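 also: 0% = vehicle wells and 100% = reference activator wells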
hgDAF12 agonist = activates the H. glycines DAF-12 receptor ligand-binding domain; 370,000 tested, 1.8% active; activation, % at 6.8 µM; HEK293 GAL4-hgDAF12 UAS-luciferase reporter, agonist luminescence; normalized to butyrate control;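 active = activation above a cutoff set at the mean of all screened compounds plus 3 SD, cut at about 10% in these data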;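 also: 0% = DMSO wells and 100% = sodium butyrate wells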
hcDAF12 agonist = H. contortus DAF-12 activation, primary screen. activation, % at 6.8 µM. AID 652067. 370,000 tested, 1.4% active. HEK293 hcDAF-12 lit1-tk-luc reporter, luminescence; 0% DMSO, 100% Δ7-dafachronic acid;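 active = activation above the mean of all tested compounds plus 3 SD, cut at about 5.5% in these data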;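 also: 100% = response to 3 µM Δ7-dafachronic acid high control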
ssDAF12 agonist = activators of S. stercoralis DAF-12 nuclear receptor | HEK293 ssDAF-12/GRIP1 lit1-tk-luc reporter, luminescence; % of 3 µM dafachronic acid response | activation, % at 6.8 µM | 370,000 tested, 1% active;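 active = activation above the mean over all tested compounds plus 3 SD, cut at about 0.9% in these data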;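 also: 0% = DMSO-only wells and 100% = 3 µM delta7-dafachronic acid wells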
proKLK7 act = activators of human kallikrein-7 zymogen; P49862; purified proKLK7, EDANS-DABCYL substrate fluorescence; 100% is mature enzyme control, 0% vehicle; 370,000 tested, 0.9% active; activation, % at 7 µM;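 active = activation above the mean of all tested compounds plus 3 SD, computed per campaign excluding outliers beyond control limits, cut at about 13% in these data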
Target sequence (P49862 whole entry, looked up): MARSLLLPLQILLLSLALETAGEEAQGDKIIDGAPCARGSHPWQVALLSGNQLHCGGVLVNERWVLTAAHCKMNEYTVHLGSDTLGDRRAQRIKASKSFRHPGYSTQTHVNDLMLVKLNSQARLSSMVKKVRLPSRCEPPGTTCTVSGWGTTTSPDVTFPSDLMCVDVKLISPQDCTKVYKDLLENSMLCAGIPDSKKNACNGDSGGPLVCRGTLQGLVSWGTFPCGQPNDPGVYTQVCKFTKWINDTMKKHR
DAX1 inh-2 = inhibits human nuclear receptor DAX1; P51843; HEK293 Gal4-DAX1 luciferase reporter, luminescence; inhibition, % at 6.75 µM; 340,000 tested, 0.99% active; AID 504766;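 active = inhibition above the mean over all tested compounds plus 3 SD, cut at about 4.2% in these data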;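 also: 0% = DAX1-transfected cells with DMSO and 100% = empty-vector control cells with DMSO; inhibition shows as a rise in luminescence from relieved DAX1 repression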
Target sequence (P51843 207-470 limits assumed): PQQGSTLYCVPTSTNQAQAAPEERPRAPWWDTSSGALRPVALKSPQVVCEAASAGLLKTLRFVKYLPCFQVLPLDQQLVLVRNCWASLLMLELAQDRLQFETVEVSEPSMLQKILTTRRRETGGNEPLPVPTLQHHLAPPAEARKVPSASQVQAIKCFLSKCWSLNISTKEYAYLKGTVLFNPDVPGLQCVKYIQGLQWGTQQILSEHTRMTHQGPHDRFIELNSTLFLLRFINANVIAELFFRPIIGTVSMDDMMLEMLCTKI
sPLA2-III inh = Inhibits HGIII-sPLA2 liposome hydrolysis, primary screen | 370,000 tested, 0.56% active | inhibition, % at 12.2 µM | QFRET BODIPY PC-A2 liposome hydrolysis, fluorescence;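 active = inhibition above mean plus 3 SD of compounds lying within the high and low control bounds, cut at about 19% in these data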;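 also: 0% = median of test compound wells and 100% = no enzyme DMSO wells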
Target sequence (Q9NZ20 whole entry, looked up): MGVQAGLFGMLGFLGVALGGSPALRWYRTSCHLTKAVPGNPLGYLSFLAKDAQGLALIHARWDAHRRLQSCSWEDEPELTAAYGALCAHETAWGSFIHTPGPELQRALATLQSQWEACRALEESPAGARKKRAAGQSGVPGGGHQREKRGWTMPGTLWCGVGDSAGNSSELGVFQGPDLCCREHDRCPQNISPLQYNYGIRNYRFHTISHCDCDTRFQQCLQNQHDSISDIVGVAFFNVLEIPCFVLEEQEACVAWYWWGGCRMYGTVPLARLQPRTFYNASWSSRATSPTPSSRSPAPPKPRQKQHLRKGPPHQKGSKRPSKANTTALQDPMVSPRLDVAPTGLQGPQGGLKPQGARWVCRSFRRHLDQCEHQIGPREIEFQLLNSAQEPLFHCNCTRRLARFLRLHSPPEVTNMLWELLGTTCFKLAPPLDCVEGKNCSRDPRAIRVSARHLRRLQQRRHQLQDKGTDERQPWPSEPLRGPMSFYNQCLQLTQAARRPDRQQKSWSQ
* = called active by the depositor; . = not tested or not shown.

SMILES	GC-A act	DAX1 inh-1	GAA850 FXN act	NPR2 activator	SMARCA2 activ	hgDAF12 agonist	hcDAF12 agonist	ssDAF12 agonist	proKLK7 act	DAX1 inh-2	sPLA2-III inh
Cc1ccc(S(=O)(=O)Oc2ccc(/C=N/NC(=O)c3nn(C)cc3Cl)cc2)cc1	-3	-0.6	2.7	0	0	0.8	-0.7	-1.4	0.6	-0.5	-5
CCOC(=O)C1CCN(S(=O)(=O)C(F)(F)c2nc3ccccc3s2)CC1	2	-0.1	1.1	4	-3	6.5	3.2	-1.5	0.2	-0.2	-18
Cc1ccc(Nc2nc(/N=C/NO)n[nH]2)cc1C	-4	-0.4	0.6	3	2	8.3	0.7	-0.7	-0.4	0.6	-7
c1ccc(Cn2c(SCc3cn4cccnc4n3)nnc2-c2ccco2)cc1	0	-0.3	-0.4	6	-5	0.5	-0.6	-1.3	1.0	-0.6	-3
CCOC(=O)C1Nc2ccc(C(F)(F)F)cc2C2c3ccccc3CC12 (stereo not given)	5	-0.2	0.6	4	0	-1.6	2.5	-0.4	21*	-0.3	0
O=C(NCc1ccccc1)c1cccc(NC(=O)C2CCCC2)c1	-3	-0.3	0.5	1	-2	-0.6	-1.0	-1.4	-0.4	1.0	8
C=CCNC(=O)c1cc(-c2ccccc2)sc1N	5	1.5	.	7	-2	0.7	-2.1	-1.3	0.0	.	14
COc1ccccc1/C=N/Nc1nncc2ccccc12	-1	2.8	8.2*	2	6	9.4	1.3	-0.3	0.2	1.4	2
NC(=O)N/N=C/c1c(O)ccc2oc3c(c12)CCCC3	6	-0.6	7.3	-5	1	-0.6	2.5	-0.7	-0.2	-2.9	-3
CCOC(=O)C1(CCOc2ccccc2)CCN(Cc2ccc(CO)o2)CC1	2	-0.7	0.1	6	-1	-5.1	-1.2	-1.7	0.6	-4.4	-5

Laid out differently: entries from further up.
compound | GC-A act | DAX1 inh-1 | GAA850 FXN act | NPR2 activator | SMARCA2 activ | hgDAF12 agonist | hcDAF12 agonist | ssDAF12 agonist | proKLK7 act | DAX1 inh-2 | sPLA2-III inh
C=CCNC(=O)c1cc(-c2ccccc2)sc1N | 5 | 1.5 | . | 7 | -2 | 0.7 | -2.1 | -1.3 | 0.0 | . | 14
NC(=O)N/N=C/c1c(O)ccc2oc3c(c12)CCCC3 | 6 | -0.6 | 7.3 | -5 | 1 | -0.6 | 2.5 | -0.7 | -0.2 | -2.9 | -3

Next records.
SMILES	GC-A act	DAX1 inh-1	GAA850 FXN act	NPR2 activator	SMARCA2 activ	hgDAF12 agonist	hcDAF12 agonist	ssDAF12 agonist	proKLK7 act	DAX1 inh-2	sPLA2-III inh
COC(=O)C(CC(=O)c1cccc(OC)c1)c1ccc(F)cc1 (stereo not given)	-8	0.1	-0.2	-7	-4	0.1	-0.9	-1.1	-0.1	3.4	4
O=C(NCCCN=C1NS(=O)(=O)c2ccccc21)c1ccco1	-2	0.5	2.1	3	-4	0.0	4.1	-1.2	0.2	0.7	4
NS(=O)(=O)c1ccc(CCNC(=O)CSc2nc3ccsc3c(=O)n2CC(=O)O)cc1	-3	-0.2	0.2	3	-4	-1.7	3.4	-0.8	-0.4	0.4	4
Cc1ccc(NC(=O)c2ccc(N3CCCC3=O)cc2)cc1S(=O)(=O)N1CCCCC1	-1	2.0	0.1	-5	2	-1.7	-0.4	-0.7	-0.6	0.7	-2
Cc1ccc(C(=O)n2nc(C#N)c(C#N)c2N)cc1	5	0.7	1.9	7	-2	3.2	1.7	0.0	-0.4	1.2	3
CCC1(c2ccccc2)NC(=O)N(CC(=O)NCc2ccc(OC)cc2)C1=O (stereo not given)	1	0.0	1.6	3	1	1.6	1.6	-0.7	0.0	-0.5	4
CCN1C(=S)N[C@@H](CCc2ccccc2)C(C(=O)OC)=C1C	15	-0.7	1.5	20	0	0.8	0.6	-0.5	0.2	-0.2	13
COc1ccc(C(=O)NCCc2nnc3ccc(SCC(=O)NCc4ccc(F)cc4)nn23)cc1	1	-0.3	3.5	-2	-3	2.0	0.3	-0.8	0.2	0.0	9
COc1cccc(NC(=O)CN(C)C(=O)CNC(=O)c2ccc(C)s2)c1	3	0.0	1.0	3	-1	-0.3	-0.1	-0.8	-0.4	3.8	-2
C=CCN(c1nc(C)cc(OC)n1)S(=O)(=O)c1ccc(C)cc1	-29	-0.3	-0.4	-8	-3	-0.9	2.5	-0.9	0.0	0.3	-3
Cc1ccc(CNC(=O)COC(=O)c2nc(-c3ccccc3)oc2C)cc1	-4	0.5	1.4	-10	-3	3.5	0.1	-1.2	0.7	-0.8	2
CCOC(=O)[C@]12CCCC=C1N(Cc1ccc3c(c1)OCO3)C(=O)[C@H](CC(=O)NCCC(C)C)C2	-6	0.9	.	1	-2	2.6	-2.1	-1.1	-0.6	.	1
CCOc1ccccc1C(=O)Nc1ccc(S(=O)(=O)Nc2cc(OC)nc(OC)n2)cc1	0	2.2	1.7	0	-2	-1.8	0.8	-0.4	0.3	-1.1	-31
CC(C)(C)OC(=O)N1CCCN(C(=O)Nc2ccccc2)CC1	-1	0.1	-0.1	2	-1	1.8	-0.3	-1.4	-0.6	.	0
COc1cc(C(=O)Nc2cccc(C)c2C)ccc1OCC(=O)N1CCOCC1	1	-0.5	0.6	2	-1	-2.0	-1.0	-1.1	-0.7	0.5	6
O=C(Nc1ccc(Cl)cc1)OCc1ccccn1	6	1.4	1.9	2	0	6.9	1.8	-0.3	-0.5	1.7	3
CC(Sc1nnc(Cc2ccccc2)o1)C(=O)NC1(C#N)CCCCC1 (stereo not given)	1	-0.3	0.0	-8	-3	-0.2	-3.0	-1.6	0.0	0.8	12
CC(NC(=O)Cn1c(=O)oc2cc(S(=O)(=O)N3CCCC3)ccc21)c1ccccc1 (stereo not given)	8	-0.6	-0.5	8	-1	-0.9	-2.3	-1.9	-0.2	0.3	1
Cc1cc(C(F)(F)F)nn1CC(=O)Nc1ccc2c(c1)OCO2	5	-1.9	-0.1	-2	-1	-1.5	-2.9	-0.8	0.5	-0.5	2
CC(=O)N1c2ccc(S(=O)(=O)NCCC(=O)Nc3ccc(C)cn3)cc2CC1C (stereo not given)	2	0.1	1.4	4	0	-2.0	-2.0	-0.7	0.0	-0.6	3
COCC(=O)Nc1ccc(N2CCN(c3ccccc3)CC2)c(F)c1	6	-0.7	-0.4	-1	-2	1.0	-1.8	-0.8	-0.3	0.1	3
COc1ccc(C(=O)Nc2cnc3sc(C)nn3c2=O)cc1	-5	-0.2	2.3	6	-2	4.8	-0.6	-1.4	-0.4	1.1	2
O=[N+]([O-])c1ccc(Cl)c(S(=O)(=O)NCC2CCCO2)c1 (stereo not given)	1	0.6	1.1	4	-5	-1.5	-2.2	-1.2	0.4	0.1	17
Cc1ccccc1Cn1c(C)cc(C)c(C#N)c1=O	-3	-0.7	3.2	3	-3	-1.9	-1.9	-1.7	0.6	1.1	6
COc1ccc(N2CCN(CCCNC(=O)COc3ccc(F)cc3)CC2)cc1	2	-0.5	.	-7	2	8.1	-2.3	-1.2	0.2	.	6
Cc1ccccc1S(=O)(=O)Cc1ccc(C(=O)NCCCN2CCCC(C)C2)o1 (stereo not given)	4	-0.2	-0.6	1	-2	-1.8	-0.6	-0.7	0.3	0.1	1
CN(Cc1ccccc1)C1CC(=O)N(c2ccc(C(=O)O)cc2)C1=O (stereo not given)	4	0.1	-0.9	5	3	1.5	-1.2	-1.3	0.4	1.2	1
COc1ccc(C2NC(=O)N(C)C(C)=C2[N+](=O)[O-])cc1 (stereo not given)	-2	0.5	0.7	8	-2	-3.7	-2.6	-1.2	-1.6	-0.4	-13
CCCCOc1ccccc1C(=O)NCCCCCC(=O)O	-2	0.1	-1.9	-6	-3	-2.3	-0.4	-1.1	0.3	0.7	7
O=C(CN(C(=O)CCC(=O)Nc1nccs1)c1cccc(F)c1)NCC1CCCO1 (stereo not given)	-1	-0.1	-1.1	-2	-1	3.0	-1.3	-0.8	0.0	-0.8	10
COc1ccc(C2C(C(=O)C(C)(C)C)=C(O)C(=O)N2Cc2ccccc2)cc1 (stereo not given)	-3	-0.2	-2.1	-1	1	1.8	-1.5	-1.3	-0.2	0.1	-1
Cc1ccc(CNS(=O)(=O)NCc2ccccc2F)cc1	2	0.1	2.0	4	-1	2.0	-1.4	-1.6	-0.2	1.6	1
O=C(OCC(=O)N1CCCC1=O)C1CCN(S(=O)(=O)c2c(Cl)cccc2Cl)CC1	0	0.4	0.9	4	-1	-0.9	-1.5	-0.9	0.3	0.6	-8
Nc1sc2c([n+]1CCCS(=O)(=O)[O-])CCCC2	2	0.1	0.6	-6	-2	6.5	0.0	-1.3	-0.2	1.9	1
C#CCOCCOCCOCCNc1nc(N2CCN(C(=O)[C@H]([C@@H](C)O)n3cc(CCCCN)nn3)CC2)nc(N2CCN(C(=O)[C@H](CCCCN)n3cc(CCC(=O)O)nn3)CC2)n1	0	-0.1	-1.4	-1	1	-1.6	-0.2	-1.0	0.1	1.2	0
Cc1cc(NC(=O)CN2CCCCCCC2)no1	-1	-0.3	1.0	-5	3	0.6	-1.1	-0.8	0.0	-0.8	9
CN(C)S(=O)(=O)c1cccc(C(=O)N/N=C\c2ccco2)c1	-2	0.2	.	2	-2	3.6	0.1	-0.7	0.0	.	1
CC1(c2nnc(Cc3ccccc3)o2)CC(c2cccc([N+](=O)[O-])c2)=NO1 (stereo not given)	3	-0.6	-0.3	-6	0	2.9	-0.9	-1.6	0.2	-0.1	3
O=C(C[n+]1cc(-c2ccccc2)n2c1CCCCC2)c1ccc(Br)cc1	2	-1.1	1.1	6	-7	-0.1	0.2	-1.9	0.1	0.1	-23
Cc1c(Cc2ccccc2)c(NCCCO)n2c(nc3ccccc32)c1C#N	18	-0.4	-0.7	15	0	-3.3	-2.1	-1.9	1.6	.	0
CSc1ccccc1C(=O)Nc1nc2ccccc2c(=O)[nH]1	-3	0.1	3.9	-9	7	4.2	-0.2	-1.0	-0.4	1.1	-5
CCCc1c(C(=O)O)cnn1-c1ccc(Cl)cc1	0	-0.3	-0.1	-1	1	-1.6	-1.8	-1.0	0.7	2.5	-6
Cn1ccnc1SCC(=O)Nc1sccc1C#N	-1	1.4	1.9	4	3	1.0	1.5	-0.7	-1.1	0.8	0
CCCn1c(SCC(=O)Nc2nccs2)nnc1-c1cccnc1	2	-0.4	-0.9	4	-2	-1.3	-0.4	-1.4	0.1	-0.1	-3
O=C(NC1CCS(=O)(=O)C1)c1ccc(-c2ccc(Br)cc2)o1 (stereo not given)	-5	-0.4	-0.9	-3	-2	3.0	0.7	-1.4	0.6	-0.5	-12
CC(=O)Nc1cccc(Oc2ccc([N+](=O)[O-])cc2Cl)c1	1	-0.3	1.9	3	1	-3.1	-1.9	-0.8	0.0	-0.7	4
CC1CCN(S(=O)(=O)c2ccc(Oc3ccc([N+](=O)[O-])cc3)cc2)CC1	2	-0.7	-0.7	2	0	0.4	2.9	-1.6	0.3	0.9	6
CC(C)CN=c1cc(-c2ccccc2)oc2ccc(Cl)cc12	6	0.2	5.8	-13	5	9.2	3.6	-0.2	0.0	3.2	-7
O=C(Cn1cnc2ccccc2c1=O)N1CCOCC1	0	0.1	0.1	3	1	-1.9	-0.6	-0.9	0.7	0.9	-3
COc1cccc(Nc2nc(N)nc(CCl)n2)c1	0	-0.8	-8.1	0	-2	1.8	1.4	-0.8	0.3	-0.4	-1
